# Screens (PubChem)
# IMP-1 inhibitor – blocks Pseudomonas aeruginosa IMP-1 metallo-beta-lactamase | purified IMP-1, nitrocefin hydrolysis, epi-absorbance fluorescence | inhibition, % at 5.6 µM | actives 0.45% (n = 290,000) | AID 1556;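 active means inhibition above the mean plus 3 SD of all compounds in the same screening run, cut at about 4.5% in these data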;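 further: 0% = IMP-1 with DMSO and 100% = DMSO wells lacking enzyme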
#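 Assay system: purified IMP-1; Quantity: IMP-1 0.2 nM before substrate addition; Medium: HEPES buffer pH 7.1 with ZnSO4 and Brij 35; Incubation: 15 min enzyme–compound preincubation, then 25 min nitrocefin reaction, 25 °C; Signal: fluorescence quenching readout, ex 480/em 530 nm; Controls: DMSO with and without IMP-1; Repeats: singlicate testing.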
# PHOSPHO1 inh – blocks human PHOSPHO1 phosphatase activity; Q8TCT1; recombinant PHOSPHO1, absorbance phosphatase assay; inhibition, % at 13.3 µM; actives 1.1% (n = 290,000); in the data active means inhibition above about 60%
# Target sequence (Q8TCT1 whole entry, looked up): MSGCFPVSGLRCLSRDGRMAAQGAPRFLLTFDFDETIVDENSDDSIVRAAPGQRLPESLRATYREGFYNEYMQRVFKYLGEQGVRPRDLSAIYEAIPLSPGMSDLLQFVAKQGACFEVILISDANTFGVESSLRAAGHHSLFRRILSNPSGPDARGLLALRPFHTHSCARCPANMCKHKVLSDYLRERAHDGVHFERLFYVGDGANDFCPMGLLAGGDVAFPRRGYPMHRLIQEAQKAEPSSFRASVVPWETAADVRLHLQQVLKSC
# NALP1 inh – NALP1 inhibition; inhibition, % at 10 µM; AID 2071; actives 0.61% (n = 280,000); S. cerevisiae NALP1/ASC/caspase-1 growth, X-gal OD620, 72 h; in the data active means inhibition mostly above about 24%, no sharp cut-off; inactive means mostly below about 32%; further: some compounds called inactive have numbers as strong as hits
# PfM18AAP inh – PfM18AAP enzyme inhibition. actives 1.2% (n = 290,000). recombinant PfM18AAP, H-Glu-NHMec fluorogenic cleavage. AID 1822. inhibition, % at 7.35 µM;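 active means inhibition above the campaign mean inhibition over all tested compounds plus 3 SD, cut at about 28% in these data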;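 further: 0% = plate median of test compound wells and 100% = 2 mM ZnCl2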
# GPR7 antagonist – blocks human GPR7 receptor signaling; P48145; inhibition, % at 4.4 µM; GPR7-expressing cells, fluorescence antagonist assay; actives 1.1% (n = 290,000); in the data active means inhibition above about 16%, passing the limit was not always enough;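 further: cells stimulated with the agonist NPW; 0% = agonist with vehicle and 100% = vehicle without agonist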
# Target sequence (P48145 whole entry, looked up): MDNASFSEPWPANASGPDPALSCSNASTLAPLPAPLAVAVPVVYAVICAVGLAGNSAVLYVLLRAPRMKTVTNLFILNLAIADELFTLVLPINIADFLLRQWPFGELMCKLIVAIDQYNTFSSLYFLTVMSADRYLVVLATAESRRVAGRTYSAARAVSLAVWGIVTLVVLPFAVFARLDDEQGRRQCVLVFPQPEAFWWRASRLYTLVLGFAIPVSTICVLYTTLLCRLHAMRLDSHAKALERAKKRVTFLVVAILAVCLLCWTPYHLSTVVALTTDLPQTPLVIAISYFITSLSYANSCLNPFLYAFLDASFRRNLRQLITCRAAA
# VIM-2 inhibitor – inhibitors of Pseudomonas aeruginosa VIM-2 metallo-beta-lactamase; actives 0.89% (n = 290,000); inhibition, % at 5.6 µM; AID 1527; purified VIM-2, nitrocefin hydrolysis, epi-absorbance fluorescence;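 active means inhibition above the mean of all tested compounds plus 3 SD, cutoff set per screening run, cut at about 7.5% in these data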;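 further: red hydrolysis product quenches plate fluorescence so inhibitors raise well fluorescence; 0% = enzyme with DMSO and 100% = DMSO without enzyme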
# IDE inh – inhibits human insulin-degrading enzyme in HEK cells; actives 0.41% (n = 320,000); FAbetaB cleavage, fluorescence polarization; P14735; inhibition, % at 5.59 µM;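 active means percent inhibition above the average of all tested compounds plus 3 SD, set per screening campaign, cut at about 16% in these data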;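 further: IDE supplied by intact live HEK cells; FP after avidin binding of uncleaved biotin substrate so inhibition keeps polarization high; 0% = DMSO wells and 100% = 60 µM reference IDE inhibitor Ii1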
# IDE act – activators of human insulin-degrading enzyme in cells | actives 0.073% (n = 340,000) | AID 493087 | activation, % at 5.96 µM | P14735 | HEK cells, FAbeta-B cleavage, fluorescence polarization; 0% vehicle, 100% cell-free pure enzyme wells;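 active means activation above the mean of all tested compounds plus 3 SD, set per screening campaign, cut at about 17% in these data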
# pCIP destab – compounds decreasing mouse p/CIP protein stability; Q05BA5; F442A p/CIP-EGFP cells, EGFP fluorescence, 16 h; decrease of EGFP signal, % at 10 µM; actives 0.01% (n = 290,000); AID 1984;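 active means EGFP signal decrease of at least 30% at 10 µM or well 3 SD below plate mean, unless failing retest; inactive means the rest, including hits failing retest or dose response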; further: some compounds called inactive have numbers as strong as hits; many of its hits are not listed in these tables
# * marks the source's active call; other numbers are inactive results; · = no result given.
no.	canonical_smiles	IMP-1 inhibitor	PHOSPHO1 inh	NALP1 inh	PfM18AAP inh	GPR7 antagonist	VIM-2 inhibitor	IDE inh	IDE act	pCIP destab
1	FC(F)(F)c1nc(Oc2ccccc2)c2ccccc2n1	-4.0	22	31	-10	-14	-1.9	5	2	3
2	COc1ccc(C(C(=O)Nc2ccc(C(C)C)cc2)N(C)C(=O)c2ccc(=O)[nH]c2)cc1 (stereo not drawn)	-0.8	-7	-9	-3	-6	-1.1	-5	·	4
3	CCn1c(SCC(=O)Nc2ccc3c(c2)OCO3)nnc1-c1ccccc1O	-5.9	16	14	4	-3	-1.1	-3	4	16
4	CCc1ccc(Nc2n[n+](C)c(-c3ccncc3)s2)cc1	0.5	-30	14	-8	24	1.6	-4	-1	-10
5	Cc1cc(Cl)ccc1NC(=O)CN1CCN(C(=O)c2ccco2)CC1	-0.8	26	12	0	-5	-3.1	0	4	-6
6	CCCCOc1ccc(NC(=O)Cn2c(=O)ccc3c(C)cc(C)nc32)cc1	-0.6	-4	6	7	-10	-3.1	4	3	-10
7	CCc1ccccc1NC(=O)c1cc(S(=O)(=O)N2CCc3ccccc32)cn1C	-2.4	33	12	1	-1	-4.7	-1	-6	-5
8	CC(C)c1c(C(=O)N/N=C/c2cccc(OCc3ccccc3)c2)nnn1-c1nonc1N	0.7	1	16	-7	14	-1.5	0	6	-2
9	CN(C)C/C(Cl)=C(\Cl)c1ccccc1	-3.0	-6	-10	6	-10	-0.2	7	11	5
10	Cn1ccnc1C(O)c1ccco1 (stereo not drawn)	-0.5	-14	5	5	-12	-1.9	0	-1	-11
11	O=C(NC(=O)N1CCCCC1)c1ccc(Cl)cc1	-2.5	23	17	-2	15	-1.4	6	3	-5
12	Clc1ccc(Nc2nc(N3CCOCC3)nc(N3CCOCC3)n2)cc1Cl	1.3	28	8	2	8	2.0	0	-2	-21
13	CCOC(=O)CC(=O)CSc1ncc(C(=O)OCC)c(N)n1	0.2	1	-1	-2	-1	0.0	1	1	0
14	COc1ccc(C2c3[nH]c4ccccc4c3C[C@H]3C(=O)N(CCCO)CC(=O)N23)c(OC)c1 (stereo partly drawn)	-0.3	23	0	-6	2	-0.6	2	6	0
15	O=C(Nc1ccccc1Br)c1ccc2nccnc2c1	-2.2	28	9	4	-9	0.6	3	4	0
16	Cc1ccc2nc(SC(C)C(=O)N3CCCCC3)[nH]c2c1 (stereo not drawn)	-2.5	8	2	4	-13	-1.4	4	2	6
17	Brc1ccc2[nH]c3c(c2c1)CCC3	-1.8	30	25	1	-4	0.6	-4	1	-24
18	Cc1nn(C)c(C)c1S(=O)(=O)N(CC(=O)NCCCN1CC(C)CC(C)C1)c1ccc(C(C)C)cc1 (stereo not drawn)	1.3	20	15	-2	7	0.1	-4	6	-10
19	Cc1ccc(N2C(=O)[C@@H]3[C@H](C2=O)C2c4ccccc4C=CN2[C@@H]3C(=O)c2ccco2)cc1 (stereo partly drawn)	3.2	74*	1	12	-1	3.4	·	3	-26
20	COc1cccc(NC(=O)CN(C)C(=O)c2cc(S(=O)(=O)NCc3ccccc3)ccc2C)c1	-1.9	·	-10	-7	0	-3.1	3	-4	-6
21	COc1ccc(OCc2nc3ccccc3n2C(C)C)cc1	-3.5	-18	1	2	-1	-2.0	3	9	-3
22	COC(=O)c1c(NC(=O)CN2CCN(Cc3ccc4c(c3)OCO4)CC2)sc(C)c1C	-1.5	-3	-13	-2	-12	2.0	2	3	-2
23	COCCNC(=O)CN(c1cc(Cl)ccc1OC)S(=O)(=O)c1ccc(C)c([N+](=O)[O-])c1	0.2	-8	-5	-11	1	-0.8	3	5	-3
24	Cc1cc(NC(=O)C(C)C)ncc1NC(=O)Cc1ccccc1	-0.7	18	18	-15	14	0.9	-2	3	-4
25	CS(=O)(=O)NCc1ccc(C(=O)NCc2ccccc2)cc1	-2.6	-10	-3	-2	-7	-0.9	1	1	-10
26	N#C/C(=N/Nc1ccccc1F)C(=N)N1CCOCC1	-2.5	2	6	2	7	-0.6	-1	-3	9
27	COc1ccc(CCNC(=O)Cn2nnc(-c3ccc(N(C)C)cc3)n2)cc1OC	-1.3	-7	18	-7	3	1.1	-2	7	-13
28	COC(=O)c1nn(-c2cccc(C(F)(F)F)c2)ccc1=O	-1.7	25	2	7	-8	-2.7	8	6	-10
29	CCOC(=O)c1c(NC(=O)COc2ncnc3ccccc23)sc(C(C)=O)c1C	-2.5	10	30	6	-4	-1.6	8	0	-12
30	COc1ccccc1CC(=O)N1CCCC1	-0.5	-47	7	9	-7	-3.6	2	3	-12
31	COC(=O)CN1CCN(C(=O)c2ccc(F)cc2)c2ccccc2C1	-2.4	-2	-4	-2	-9	-4.2	2	1	-19
32	Oc1ccc2ccccc2c1C=Nc1ccccc1Br	0.4	14	1	5	-13	0.5	1	-1	6
33	O=c1ccnc(Nc2ccc(Cl)cc2)[nH]1	-1.7	-6	0	-5	-18	-1.1	8	-6	-2
34	O=C(CN1CCOCC1)OCCCc1ccccc1	-3.0	-3	-3	5	-6	-2.4	-1	-1	1
35	COc1cc(CN2CCN(c3ncccn3)CC2)cc(OC)c1	-1.5	-8	0	0	-8	-1.8	4	1	-2
36	CC1CCN(C(=O)c2ccc(S(=O)(=O)N3CCOCC3)cc2)CC1	-0.7	40	15	-3	-12	-1.5	-6	1	-1
37	Cc1cc(N/N=C/c2ccc(O)cc2)c2cccc(C)c2n1	-1.0	-21	6	15	-11	12*	7	-2	-3
38	CC(=O)Nc1cccc(Nc2nc(-c3cccs3)nc3ccccc23)c1	-1.4	22	17	3	-9	2.2	-13	2	-5
39	CN(C)c1ccc(S(=O)(=O)N(C)C)cc1NC(=O)Cc1cccc2ccccc12	-5.4	26	-39	5	19	-2.2	5	5	-2
40	COc1ccc(-c2nnn(CC(=O)N(CC3CCCO3)C(C(=O)NC(C)(C)C)c3ccco3)n2)cc1OC (stereo not drawn)	-2.3	7	9	-3	-6	-1.8	8	4	-5
41	Cc1cc(/C=C/C(=O)O)c(C)n1-c1ccc(Cl)cc1	-2.3	34	-4	6	-5	-2.6	7	0	-8
42	CCC(CO)N=CC1=C(O)C(C(=O)c2ccccc2)CCC1=O (stereo not drawn)	-1.1	-10	6	-12	6	0.0	-4	2	6
43	C(=N\n1cnnc1)/c1cccn1-c1ccccc1	-1.6	24	8	8	3	-0.8	7	6	-12
44	Cc1ccccc1-c1cc(C(=O)Nc2sc(C)c(C)c2C(N)=O)c2ccccc2n1	-1.1	56	4	-8	-3	-2.7	1	6	-10
45	O=C(Nc1cc(C(F)(F)F)ccc1Cl)C(Sc1ccccn1)c1ccccc1 (stereo not drawn)	-2.8	34	14	-8	-11	-1.6	-4	2	-11
46	Cc1c(C(=O)Nc2ccc(F)cc2)nnn1-c1cccc(C(F)(F)F)c1	-2.7	-5	0	4	-19	-4.8	0	4	5
47	CCN(CC)C(=O)Cn1cc(C(=O)C(=O)N(C)C2CCN(C)CC2)c2ccccc21	-3.5	52	12	-1	-6	-1.7	-2	8	7
48	Cc1ccc(Oc2cc(-n3nc(C)cc3C)ncn2)cc1	-3.8	-17	-2	-1	-20	-1.4	9	3	-2
49	CCCCCc1ccc(-c2ccc(OC)cc2)nc1	-0.2	24	9	-4	11	1.0	0	4	-11
50	COc1ccc(CCNC(=O)CSc2nc(C)cc(C)n2)cc1OC	-4.0	2	-7	4	-3	-0.5	-2	1	0

# VIM-2 inhibitor, hit marks shown above
no.	canonical_smiles	IMP-1 inhibitor	PHOSPHO1 inh	NALP1 inh	PfM18AAP inh	GPR7 antagonist	VIM-2 inhibitor	IDE inh	IDE act	pCIP destab
37	Cc1cc(N/N=C/c2ccc(O)cc2)c2cccc(C)c2n1	-1.0	-21	6	15	-11	12*	7	-2	-3

# Shown with one line to a screen: 2 of the compounds above.
(32) Oc1ccc2ccccc2c1C=Nc1ccccc1Br
(33) O=c1ccnc(Nc2ccc(Cl)cc2)[nH]1
Screen / compound no.	32	33
IMP-1 inhibitor	0.4	-1.7
PHOSPHO1 inh	14	-6
NALP1 inh	1	0
PfM18AAP inh	5	-5
GPR7 antagonist	-13	-18
VIM-2 inhibitor	0.5	-1.1
IDE inh	1	8
IDE act	-1	-6
pCIP destab	6	-2

# (next part)
no.	canonical_smiles	IMP-1 inhibitor	PHOSPHO1 inh	NALP1 inh	PfM18AAP inh	GPR7 antagonist	VIM-2 inhibitor	IDE inh	IDE act	pCIP destab
51	CC(c1nnc(SCC(=O)Nc2cccnc2Cl)n1-c1ccccc1)N(C)C (stereo not drawn)	-4.7	8	4	-8	-8	-0.7	6	0	16
52	O=C(O)CN1C(=O)/C(=C\c2ccc(OC(=O)c3ccco3)cc2)SC1=S	0.1	2	-2	-2	7	1.9	35*	-53	-118
53	O=C(CC1C(=O)NCCN1Cc1ccccc1)NC1CCCCCC1 (stereo not drawn)	0.2	22	19	-5	-8	0.6	0	2	-5
54	O=C(Cn1nnc(-c2cccs2)n1)NCc1cccs1	-3.4	20	5	-4	6	-2.6	-2	0	-3
55	O=C(Nc1ccccc1)C(O)C(O)C(=O)Nc1ccccc1 (stereo not drawn)	-1.9	0	3	2	-11	-2.0	-1	0	19
56	CCCOc1ccccc1NC(=O)c1c(-c2ccccc2)noc1C	-4.2	-22	16	-5	-12	1.4	3	4	4
57	COc1ccc(N2CCN(C(=O)CCCn3c(=O)[nH]c4cc(Cl)ccc4c3=O)CC2)cc1	-3.9	9	37	3	7	-3.0	6	0	-7
58	c1ccc(CSC2=NCCCN2)cc1	-0.4	11	-3	-6	3	-3.5	-1	3	4
59	COc1cc(C(=O)NC(=S)NNC(=O)c2ccc3c(c2)OCO3)cc(OC)c1OC	-5.2	-74	·	8	-7	-4.5	-1	5	5
60	C/C(O)=C(/N=O)C(=O)Nc1ccccc1	-0.2	6	25	-4	1	-0.1	3	1	-2
61	O=[N+]([O-])c1ccc(CNc2ccc(F)cc2)s1	-1.7	34	13	-1	4	-0.2	-1	1	-4
62	COc1ccccc1-c1nnc(NC(=O)c2ccc3ncsc3c2)o1	-3.4	-1	9	11	-6	-0.3	-8	4	6
63	O=S(=O)(Nc1ccccc1N1CCOCC1)c1ccc(Cl)s1	-3.2	24	16	7	-5	-2.9	2	2	-5
64	COc1ccccc1NC(=O)COc1cc(Br)c(CNCCCN2CCOCC2)cc1OC	-2.1	32	13	-15	3	7.4	9	1	-18
65	Nc1c(C(=O)NCc2ccco2)nnn1-c1ccccc1	-2.8	40	1	5	1	-3.2	0	6	16
66	CCC(C)Sc1nc2c(c(=O)[nH]c(=O)n2C)n1Cc1ccc(Cl)cc1 (stereo not drawn)	-2.4	2	2	1	-7	-2.0	6	0	-10
67	CN(C)c1nc(Cl)nc(NCCOc2ccccc2)n1	-1.0	0	16	-1	-5	-3.3	0	2	-8
68	COC(=O)c1c(N2C(=O)[C@H]3[C@@H](C2=O)[C@]2(C(=O)Nc4ccccc42)N2CCC[C@@H]32)sc(C)c1C	-3.2	-15	6	-2	-13	-2.1	3	·	22
69	CC(=O)c1ccc(OCCCC(=O)NCC(c2ccco2)N(C)C)cc1 (stereo not drawn)	-6.8	10	-3	6	-7	-0.8	1	5	-2
70	Cc1cc(N2CCN(Cc3cn(C)nc3-c3cccc(Cl)c3)CC2)cc(C)n1	-2.1	-3	6	-6	4	-1.6	5	3	10
71	CCOc1ccccc1NC(=S)NC1CCCCC1	-1.7	-10	10	-3	-3	-0.4	-3	4	-3
